MITF primary: blocks human microphthalmia-associated transcription factor; actives 0.91% (n = 650,000); AlphaScreen MITF homodimerization, bead proximity signal; inhibition, % at 2.6 µM; in the data active = inhibition above about 50%;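 also: 0% = vehicle wells with protein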
Target sequence (O75030 whole entry, looked up): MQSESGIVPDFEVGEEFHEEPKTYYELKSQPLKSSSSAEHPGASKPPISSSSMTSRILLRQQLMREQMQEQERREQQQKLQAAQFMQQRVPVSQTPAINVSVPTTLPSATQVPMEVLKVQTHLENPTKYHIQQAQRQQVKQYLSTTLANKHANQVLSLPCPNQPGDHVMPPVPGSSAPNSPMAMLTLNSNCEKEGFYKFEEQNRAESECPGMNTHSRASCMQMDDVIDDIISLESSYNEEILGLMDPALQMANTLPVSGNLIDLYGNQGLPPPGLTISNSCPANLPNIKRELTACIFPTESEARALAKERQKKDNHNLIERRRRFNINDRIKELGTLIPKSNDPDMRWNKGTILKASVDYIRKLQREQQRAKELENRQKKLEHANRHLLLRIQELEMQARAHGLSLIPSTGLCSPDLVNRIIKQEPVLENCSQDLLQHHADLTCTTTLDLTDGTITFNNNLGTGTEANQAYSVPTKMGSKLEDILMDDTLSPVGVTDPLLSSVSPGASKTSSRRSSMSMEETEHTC
FBW7 activator: human FBW7 E3 ligase activation, primary screen; AlphaScreen FBW7–phospho-cyclin E peptide binding, activator screen; Q969H0; actives 0.13% (n = 650,000); AID 1259310; normalized activity (activation), % at 26.1 µM; in the data active = normalized activity above about 1.9%;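 also: purified mutant Fbw7 with reduced substrate affinity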
TEAD-YAP block: TEAD-YAP interaction inhibition. HEK-TIYL cells, TEAD-Gal4/YAP UAS-luciferase luminescence. inhibition, % at 9.12 µM. AID 1259422. actives 1.4% (n = 640,000); in the data active = inhibition above about 32%;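 also: 0% = median of test compound wells and 100% = reference inhibitor wells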
GPR151 ag: activates the human receptor GPR151; PathHunter beta-arrestin GPR151 cells, luminescence; activation, % at 11.2 µM; actives 1% (n = 650,000); AID 1508602; in the data active = activation above about 4.9%;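 also: 0% = median of compound wells and 100% = cells with positive control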
Target sequence (Q8TDV0 whole entry, looked up): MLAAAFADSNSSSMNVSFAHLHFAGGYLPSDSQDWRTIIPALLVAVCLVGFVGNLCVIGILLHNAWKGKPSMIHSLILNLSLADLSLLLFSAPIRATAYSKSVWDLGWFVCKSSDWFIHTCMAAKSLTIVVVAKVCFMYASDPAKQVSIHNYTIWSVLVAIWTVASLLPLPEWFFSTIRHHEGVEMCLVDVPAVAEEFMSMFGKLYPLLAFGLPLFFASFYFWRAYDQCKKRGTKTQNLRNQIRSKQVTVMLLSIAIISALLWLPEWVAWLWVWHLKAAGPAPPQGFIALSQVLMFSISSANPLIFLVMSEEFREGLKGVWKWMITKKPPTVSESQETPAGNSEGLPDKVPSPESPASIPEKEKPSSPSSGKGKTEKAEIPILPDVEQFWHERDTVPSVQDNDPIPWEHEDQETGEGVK
Numbers without * were called inactive.

(1) COC(=O)c1ccccc1NC(=O)Nc1ccc2ccccc2c1
(2) COc1ccc(NC(=O)CCS(=O)(=O)Cc2ccccc2)c([N+](=O)[O-])c1
(3) Cc1ccc(S(=O)(=O)c2c[nH]c3c(F)cc(F)cc3c2=O)cc1
(4) NS(=O)(=O)c1ccc(N/N=C/c2ccc(O)c(O)c2O)c([N+](=O)[O-])c1
(5) O=c1c(CN2CCc3ccccc3C2)coc2ccccc12
(6) Cc1ccc(C2Nc3ccccc3NC3=C2C(=O)CC(c2ccccc2)C3)cc1[N+](=O)[O-] (stereo not given)

screen / no.	1	2	3	4	5	6
MITF primary	15	-7	4	70*	31	2
FBW7 activator	0.3	-0.3	0.3	-0.4	-0.1	-0.1
TEAD-YAP block	-2	58*	12	2	34*	-1
GPR151 ag	-0.5	-0.2	-0.2	3.0	0.6	1.3

(7) CCCOc1ccc(/C(O)=C2/C(=O)C(=O)N(CCCN(C)C)C2c2ccc(Cl)cc2)cc1C (stereo not given)
(8) CC1(C)N=C(SCC(=O)Nc2ccc3c(c2)OCCO3)C(c2ccccc2)=N1
(9) O=C(NCc1cccc(C(F)(F)F)c1)c1cnc(NCc2cccnc2)s1
(10) CCOc1ccc(-c2nc3n(n2)C(=O)CC(c2ccc(F)cc2)S3)cc1OCC (stereo not given)
(11) Cc1ccnc(SCc2cc(=O)c(OC(=O)COc3ccccc3F)co2)n1
(12) C[C@H]1C(=O)N2CCN(C(=O)c3ccc(Cl)cc3)C[C@@H]2C(=O)N1C

screen / no.	7	8	9	10	11	12
MITF primary	18	-18	-5	8	2	-2
FBW7 activator	0.0	0.0	0.0	0.0	0.2	-0.2
TEAD-YAP block	8	18	2	-2	-4	4
GPR151 ag	0.7	-0.2	0.1	-0.4	-2.0	-0.2

As entered above.
entry 7 – TEAD-YAP block: 8
entry 11 – MITF primary: 2

(cont.)
(13) CCOc1ccc(C(=O)Nc2cc(-c3nc4ccc(C)cc4o3)ccc2Cl)cc1
(14) CCCCn1c(CNC(=O)c2ccc(OC)c(OC)c2)nnc1SC(C)C(=O)Nc1sc2c(c1C(=O)OCC)CCCCC2 (stereo not given)
(15) Cc1cc(C)n(CC(C)C(=O)N2CCC3(CC2)NC(=O)c2ccccc2O3)n1 (stereo not given)
(16) COC(=O)C1=NNC2(C)C(=O)N(c3ccccc3)C(=O)C12 (stereo not given)
(17) O=C(Oc1ccc(-c2cnc3ccccc3n2)cc1)c1ccc(Cl)cc1Cl
(18) O=C(COc1ccc([N+](=O)[O-])cc1)N1CCc2ccccc2C1

screen / no.	13	14	15	16	17	18
MITF primary	7	-7	17	-2	6	5
FBW7 activator	-0.3	-0.1	0.4	-0.1	0.0	0.0
TEAD-YAP block	-5	-1	9	-11	1	11
GPR151 ag	0.2	0.9	-0.9	2.6	0.3	-0.4

(19) O=C(Nc1c2c(nn1-c1ccc(F)cc1)CS(=O)(=O)C2)C1(c2ccc(Cl)cc2)CCCC1
(20) CCOc1ccccc1NC(=O)C(NS(=O)(=O)c1cccs1)C(C)C (stereo not given)
(21) Cc1ccc(N(CC(=O)NCc2ccco2)C(=O)CCC(=O)Nc2nccs2)cc1C
(22) Cc1oc(-c2ccccc2)nc1CSc1nc2ncccc2[nH]1
(23) COCC(=O)N1CCC[C@@H]1Cn1nc(-c2cccs2)ccc1=O
(24) CN1C(=O)CCC12CCN(Cc1cccc(Oc3ccccc3)c1)CC2

screen / no.	19	20	21	22	23	24
MITF primary	-16	8	6	-2	-2	9
FBW7 activator	-0.2	0.0	0.1	-0.1	0.0	0.2
TEAD-YAP block	-13	8	4	4	4	0
GPR151 ag	5.1*	0.7	-0.7	-0.3	2.6	1.1

(25) Cc1ccc(NC(=O)CSc2nc3ccccc3c(=O)n2CCc2cnc[nH]2)cc1
(26) CN(C)S(=O)(=O)c1ccc(NC(=O)CSc2nc(N)cc(N)n2)cc1
(27) COc1ccc(C2=NS(=O)(=O)N(C)C(C(=O)NC3CCCC3)=C2)cc1OC
(28) CCN(CC)C(=O)Cn1c(-c2ccccc2Cl)nc2sc(C)c(C)c2c1=O
(29) N#Cc1ccccc1NC(=O)N1CCC(S(=O)(=O)c2ccc(-c3ccco3)cc2)CC1
(30) Cn1c2c(c(=O)n(C)c1=O)C(c1cccc(F)c1)C1=C(CC(C)(C)CC1=O)N2 (stereo not given)

screen / no.	25	26	27	28	29	30
MITF primary	-4	12	7	8	16	5
FBW7 activator	0.2	0.0	-0.1	0.0	0.1	-0.1
TEAD-YAP block	5	8	14	12	5	-5
GPR151 ag	-1.1	2.1	-0.1	2.5	0.7	18*

(31) CC(C)NCC(=O)c1c(N)n(C)c(=O)n(C)c1=O
(32) CN(Cc1ccccc1)C(=O)Cn1cnc2sc3c(c2c1=O)CCCC3
(33) COc1ccc(-c2cnc3ccc(NCC4CC4)nn23)cc1
(34) COc1ccc(-c2nc3s/c(=C\c4cccs4)c(=O)n3n2)cc1OC
(35) COc1ccc(CN(C)C(=O)CCC2(Cc3ccsc3)CCC(=O)N2)c2cccnc12 (stereo not given)
(36) Cc1nc(SCC(=O)NC(=O)NC(C)(C)C)nc(C)c1C

screen / no.	31	32	33	34	35	36
MITF primary	13	-5	11	10	12	-9
FBW7 activator	0.1	0.1	-0.2	0.1	0.2	-0.1
TEAD-YAP block	-5	3	4	-5	3	-1
GPR151 ag	-0.8	-1.0	-1.2	0.1	-0.5	-0.4

(37) COc1ccc(C2CC(=O)C3=C(C2)NC(C)=C(C(=O)OCCc2ccccc2)C3c2ccccc2Br)cc1 (stereo not given)
(38) CCOC(=O)C1CCN(S(=O)(=O)c2ccc(NC3CCCC3)c(N)c2)CC1
(39) CCOc1ccc(-c2cc(=O)n(C(C)C)cn2)cc1
(40) COc1ccc(CNCCCN(C)C)c(OC)c1OC
(41) CCc1nc(C#N)c(N2CCCCC2)o1
(42) O=c1nc2oc3ccc4ccccc4c3cc-2c(=O)[nH]1

screen / no.	37	38	39	40	41	42
MITF primary	-11	13	-1	26	6	7
FBW7 activator	0.2	0.0	0.0	0.2	0.1	-0.1
TEAD-YAP block	0	6	-50	1	3	12
GPR151 ag	1.1	-1.0	-1.0	1.0	-1.8	0.3

(43) CC(=O)NC1=NN(C(C)=O)C(c2c(C)n(C)c(=O)n(C)c2=O)S1 (stereo not given)
(44) CCC(=O)NC(NCc1cccnc1)C(Cl)(Cl)Cl (stereo not given)
(45) COCCn1c(=O)c(=O)[nH]c2cc(C(F)(F)F)ccc21
(46) CC(C)CN1CC(O)=C(c2nc3ccccc3[nH]2)C1=N
(47) CCOC(=O)c1sc(N)nc1-c1ccccc1
(48) Cc1cc(C(=O)CN2CCCCC2)c(C)n1-c1ccc(Cl)c(Cl)c1

screen / no.	43	44	45	46	47	48
MITF primary	-5	-18	8	-8	10	-5
FBW7 activator	0.0	0.0	-0.1	-0.1	0.0	-0.3
TEAD-YAP block	-1	-1	6	-57	13	-14
GPR151 ag	2.9	0.5	-0.5	3.1	-0.6	-0.1

Gathered by group: those above containing a CF3 group
(9) O=C(NCc1cccc(C(F)(F)F)c1)c1cnc(NCc2cccnc2)s1
(45) COCCn1c(=O)c(=O)[nH]c2cc(C(F)(F)F)ccc21

screen / no.	9	45
MITF primary	-5	8
FBW7 activator	0.0	-0.1
TEAD-YAP block	2	6
GPR151 ag	0.1	-0.5

(continued)
(49) COC(=O)c1ccc(/C=N/NC(=O)CO)cc1
(50) CCOC(=O)c1nnn(-c2cccnc2)c1C
(51) CC(C)Sc1ccc(C(=O)N(CCn2cccn2)c2nc3c(F)cccc3s2)cc1
(52) COc1cc(/C=N/Nc2ccccn2)cc(OC)c1OC
(53) Cc1ccc(NC(=O)CCNS(=O)(=O)c2ccc3[nH]c(=O)ccc3c2)cc1Cl
(54) COc1ccc(C(=O)NC2CCN(CC(=O)N(c3ccccc3)c3ccccc3)CC2)cc1

screen / no.	49	50	51	52	53	54
MITF primary	-8	-2	0	8	-6	7
FBW7 activator	-0.1	-0.1	0.0	-0.5	0.2	-0.1
TEAD-YAP block	0	-9	-8	-25	2	2
GPR151 ag	2.3	0.7	0.0	1.2	1.1	-1.0

Additional entries
#	SMILES	MITF primary	FBW7 activator	TEAD-YAP block	GPR151 ag
55	NC(=O)/C=C/C(=O)Nc1ccccc1Cl	-8	0.9	3	1.0
56	CCCCN(C(=S)Nc1ccc(C(=O)OCC)cc1)C1CCN(C(C)=O)CC1	5	0.0	-4	0.4
57	Fc1ccc(CNc2ncc(-c3cnn(Cc4ccccc4)c3)n3ccnc23)cc1	5	-0.2	0	-0.1
58	C=CCN1C(=O)N(c2ccc(C)cc2)C(=O)C1CC(=O)Nc1ccc(CC)cc1 (stereo not given)	8	-0.1	1	2.2
59	CCOc1ccccc1N(CC(=O)Nc1cccc(F)c1)S(C)(=O)=O	17	0.7	0	-0.8
60	COc1ccc(-n2c(C)n[nH]c2=O)cc1OC	3	0.2	2	2.4
61	O=C(CSc1cc(N2CCCC2)ncn1)Nc1ccccc1Cl	3	0.0	0	-0.5
62	COc1ccc(Nc2nnc(SCCOc3ccccc3)s2)cc1	3	0.4	-50	-1.2
63	Cc1cc(C)n2nc(SCc3nc4ccc(Cl)cc4n3CCO)nc2n1	10	0.1	-13	0.1
64	CNC(=O)OCc1ccc(-c2ccc(Cl)cc2)o1	0	0.0	-11	5.9*
65	COc1ccc(Cc2nnc(NC(=O)CN3C(=O)c4ccccc4C3=O)s2)cc1OC	16	0.4	9	-1.2
66	CCOC(=O)c1sc2nc(SCc3cccc(F)c3)n(CCc3ccc(OC)c(OC)c3)c(=O)c2c1C	3	0.1	-11	-1.2
67	O=C(C1CCN(S(=O)(=O)c2ccc(Br)s2)CC1)N1CCCCCC1	9	0.5	-15	1.3
68	CCOC(=O)c1ccc(NC(=O)CN(CCc2ccccc2)S(=O)(=O)c2ccccc2)cc1	16	0.7	-10	-0.1
69	COc1cccc(C2CC(=O)N3C(=C2C#N)SCC3(O)c2cccc(OC)c2)c1 (stereo not given)	-16	-0.3	51*	0.8
70	O=C1C2C3CC(C2C(=O)N1c1ccccn1)C1C3N=NN1c1ccc(Br)cc1 (stereo not given)	26	-0.1	-5	0.0
71	Cc1ccc(CNC(=O)CSc2ncnc3nc(N(C)Cc4ccccc4)sc23)cc1	6	-0.4	0	-0.4
72	Cc1cc(-c2ccco2)n(CC(=O)NCc2ccccc2Cl)n1	-6	0.4	4	-0.4
73	O=C(O)C12CC3CC(CC(O)(C3)C1)C2	-8	-0.2	-3	1.4
74	Cc1ccc(/C=C(\C#N)c2nc(-c3ccc([N+](=O)[O-])cc3)cs2)cc1	5	0.0	-1	0.6

Entries from the list above containing a cyano group (four):
#	SMILES	MITF primary	FBW7 activator	TEAD-YAP block	GPR151 ag
29	N#Cc1ccccc1NC(=O)N1CCC(S(=O)(=O)c2ccc(-c3ccco3)cc2)CC1	16	0.1	5	0.7
41	CCc1nc(C#N)c(N2CCCCC2)o1	6	0.1	3	-1.8
69	COc1cccc(C2CC(=O)N3C(=C2C#N)SCC3(O)c2cccc(OC)c2)c1 (stereo not given)	-16	-0.3	51*	0.8
74	Cc1ccc(/C=C(\C#N)c2nc(-c3ccc([N+](=O)[O-])cc3)cs2)cc1	5	0.0	-1	0.6

Continued:
#	SMILES	MITF primary	FBW7 activator	TEAD-YAP block	GPR151 ag
75	Cc1cc(-c2cncc(-c3cccc(C(=O)NCCO)c3)n2)cc(C)c1O	-6	-0.1	-20	-0.6
76	O=C1N=c2ccccc2=C1c1sc(N2CCCCC2)nc1O	7	0.0	9	-0.1
77	COc1ccc(C(=O)N/C(=C/c2ccc(Cl)cc2)C(N)=O)cc1	-1	-0.2	-2	-0.6
78	COc1cccc(CNC(=O)CCCOc2cccc(Br)c2)c1	-6	0.0	4	1.6
79	O=C1OC(c2ccccc2)=C/C1=C/c1ccc(Cl)cc1	-1	-0.1	-6	-1.3
80	Cc1cc(C)c2c(n1)nn1c(C)c(CCC(=O)N3CCOCC3)c(C)nc21	10	0.2	-3	-0.2
81	O=C(O)c1ccc(-n2c(-c3ccncc3)n[nH]c2=S)cc1	-7	-0.1	6	2.3
82	O=C(NCCc1ccc(O)cc1)c1cccc(N2CCN(Cc3ccc4c(c3)OCO4)CC2)n1	19	-0.1	3	1.1
83	CN(C)c1ccc(/C=C2/C(=N)N3N=C(COc4ccccc4)SC3=NC2=O)cc1	-6	-0.2	-4	-0.4
84	Cc1ccsc1C=Nc1ccccc1C(N)=O	11	0.1	-11	0.1
85	CC1=C(C(=O)OC(C)C)C(c2cccs2)NC(=O)N1 (stereo not given)	-5	0.0	-6	-0.5
86	O=C1N(CCCl)c2ccccc2C12OCCO2	0	-0.1	6	0.4
87	CCCOc1ccc(Cl)c2c(=O)c3ccccc3sc12	-1	-0.1	-7	-0.8
88	c1cc(-c2cncc(N3CCOCC3)c2)nc(Nc2ccc(-c3cnn(CCN4CCOCC4)c3)cc2)n1	17	0.9	96*	-1.4
89	O=C(NC1CCCCCC1)c1nsc2ccccc12	-23	0.1	-41	-0.1
90	CSCCC(NC(=O)c1ccccc1)C(=O)OCC(=O)Nc1ccc2ccccc2c1 (stereo not given)	-3	0.9	-8	-1.3
91	COC(=O)c1ccc(NC(=O)CSc2nccn3nc(-c4ccc(F)cc4)cc23)cc1	14	0.9	-6	1.9
92	CCc1ccc(OC)c(S(=O)(=O)NCCOc2ccccc2)c1	16	0.1	2	1.2
93	COc1ccc(C(=O)C2CCCN(C(=O)c3cccs3)C2)cc1F (stereo not given)	7	0.1	-11	1.6
